# Screening results (PubChem BioAssay)
# PRMT1 inh: inhibitors of human PRMT1; Q99873; recombinant PRMT1, activity-based probe fluorescence polarization; hit rate 1.3% among 370,000; inhibition, % at 2.79 µM; AID 652257;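 active = inhibition above about 21% made by adding two undisclosed values, limit read from the data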
# mABHD4 FP: inhibits mouse alpha/beta hydrolase domain 4; Q8VD66; purified mABHD4, FP-Rh probe fluorescence polarization; inhibition, % at 8.92 µM; hit rate 0.54% among 370,000; AID 720543;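 active = inhibition exceeding the mean over every tested compound plus 3 SD, cut at about 30% in these data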;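 also: 0% = plate median of compound wells and 100% = S159A mutant with DMSO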
#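 Test system: mABHD4 protein; Read-out basis: % inhibition; Incubation: 45 min + 60 min at 25 °C; Repeats: single replicate; Technique: fluorescence polarization with parallel and perpendicular emission, 525/598 nm; Compound: 8.92 µM, single dose; Benchmarks: full inhibition S159A mutant plus DMSO, zero as sample-well median.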
# DDE Tn7 FP inh: disrupts Tn7 cyclic peptide binding to fibrin D-Dimer-E complex; hit rate 0.13% among 370,000; inhibition, % at 8.3 µM; FP displacement of FITC-Tn7 peptide from fibrin DD(E); 0% = median of compound wells per plate; P02675;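 active = inhibition above the mean of compounds falling within the control limits plus 3 SD of them, cut at about 14% in these data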;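 also: 0% = plate median of compound wells and 100% = 10 µM Aha-Tn7 peptide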
# Target sequence (P02675 whole entry, looked up): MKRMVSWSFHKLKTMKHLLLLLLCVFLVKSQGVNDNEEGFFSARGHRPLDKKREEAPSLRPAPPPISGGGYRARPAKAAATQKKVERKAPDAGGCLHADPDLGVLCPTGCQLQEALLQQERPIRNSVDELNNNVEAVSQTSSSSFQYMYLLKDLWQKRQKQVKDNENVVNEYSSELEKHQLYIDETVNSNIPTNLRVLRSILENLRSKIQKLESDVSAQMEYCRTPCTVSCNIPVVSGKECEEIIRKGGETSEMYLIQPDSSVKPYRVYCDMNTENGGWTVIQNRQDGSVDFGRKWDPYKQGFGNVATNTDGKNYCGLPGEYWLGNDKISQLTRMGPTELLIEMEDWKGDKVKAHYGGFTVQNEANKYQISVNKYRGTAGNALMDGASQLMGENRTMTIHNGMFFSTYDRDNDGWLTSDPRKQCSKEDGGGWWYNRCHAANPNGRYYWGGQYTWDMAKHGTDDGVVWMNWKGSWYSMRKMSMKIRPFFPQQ
#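 Measure: % inhibition scaled between sample-field median and high-control FP; Test system: human fibrin DD(E); Quantity: 2 µM final DD(E) protein; Doses: one dose, 8.3 µM nominal; Schedule: compound with protein 10 min, then 3 h after probe, room temperature; Detection: fluorescence polarization; Medium: Tris buffer with calcium and detergent, pH 7.8.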
# HTRA1 inh: inhibitors of human serine peptidase HTRA1 | recombinant HTRA1, FP-rhodamine activity-based probe, fluorescence polarization | hit rate 0.5% among 340,000 | inhibition, % at 5.96 µM | Q92743; in the data active = inhibition above about 36%;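 also: 0% = enzyme with DMSO and 100% = wells lacking enzyme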
# SIAE inh: inhibitors of human sialic acid acetylesterase SIAE | hit rate 0.69% among 370,000 | inhibition, % at 9.66 µM | AID 1053197 | SIAE FP-Rh probe binding, fluorescence polarization;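 active = inhibition above a cutoff: mean of compounds within the control limits plus 3 SD of those, cut at about 17% in these data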;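 also: 0% = plate median of compound wells and 100% = probe without SIAE protein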
# Target sequence (Q9HAT2 whole entry, looked up): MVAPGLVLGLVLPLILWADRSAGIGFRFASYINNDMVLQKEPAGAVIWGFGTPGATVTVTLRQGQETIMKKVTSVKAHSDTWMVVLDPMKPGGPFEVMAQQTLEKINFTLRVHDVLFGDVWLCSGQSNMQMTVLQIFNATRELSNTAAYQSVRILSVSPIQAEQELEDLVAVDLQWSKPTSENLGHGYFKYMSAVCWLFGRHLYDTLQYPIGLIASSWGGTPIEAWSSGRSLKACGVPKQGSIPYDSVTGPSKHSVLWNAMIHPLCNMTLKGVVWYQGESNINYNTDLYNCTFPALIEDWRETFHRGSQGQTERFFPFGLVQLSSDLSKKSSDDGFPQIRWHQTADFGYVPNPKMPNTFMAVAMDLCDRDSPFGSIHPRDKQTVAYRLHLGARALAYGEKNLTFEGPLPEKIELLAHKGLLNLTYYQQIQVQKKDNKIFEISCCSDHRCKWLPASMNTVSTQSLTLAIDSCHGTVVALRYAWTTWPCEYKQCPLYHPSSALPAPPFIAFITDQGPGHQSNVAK
# TCR CD3 inh: blocks the human TCR-CD3 interaction | inhibition, % at 9.4 µM | hit rate 0.37% among 360,000 | TAMRA-labeled TCR probe fluorescence, biochemical; in the data active = inhibition above about 19%;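 also: recombinant mutant TCR 2C K166C tagged with TAMRA read by polarization; 0% = receptor in buffer alone and 100% = receptor with positive control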
# UHRF1 binding: UHRF1 methyl-DNA binding inhibition. hit rate 0.75% among 370,000. AID 687016. UHRF1 binding to methylated oligo, TR-FRET. inhibition, % at 4.4 µM; in the data active = inhibition above about 21%;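 also: UHRF1 SRA domain binding a hemimethylated CpG hairpin DNA probe; 0% = median of test compound wells and 100% = reference inhibitor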
# PG9 Ab binder: small molecules binding HIV-1 gp120 antibody PG9; TR-FRET gp120-PG9 antibody binding; inhibition, % at 6.7 µM; hit rate 0.43% among 360,000; AID 624416; in the data active = inhibition above about 8.5%
# TDP2 inh: TDP2 (human) inhibition, absorbance primary screen | recombinant TDP2, T5PNP hydrolysis, p-nitrophenol absorbance 415 nm | hit rate 0.34% among 370,000 | inhibition, % at 12.8 µM | O95551 | AID 720702;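 active = inhibition above the mean of all tested compounds plus 3 SD, set per campaign, cut at about 25% in these data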;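 also: 0% = DMSO with enzyme and 100% = buffer with substrate but no TDP2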
#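 Test system: Human TDP2 enzyme | Reagent: 5 mM T5PNP | Compound dosing: 12.8 µM single point, 1% DMSO | Incubation: Enzyme reaction with compound for 2 h at 37 °C | Technique: p-Nitrophenol epi absorbance | Read-out: % inhibition relative to enzyme-containing and enzyme-free wells | Benchmarks: High control without enzyme, low control DMSO plus TDP2 | Replicates: Singlicate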
# LEDGF integ inh: blocks HIV-1 LEDGF/p75-dependent DNA integration | TR-FRET IN-LEDGF/p75 DNA integration, Eu/Cy5 | hit rate 0.64% among 370,000 | inhibition, % at 3.7 µM;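 active = inhibition above the screen-wide mean plus 3 SD, cut at about 13% in these data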;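 also: signal is the Cy5 over europium emission ratio at 671 and 618 nm; 0% = plate median of compound wells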
# * hit, by the source's call; · = not tested or not shown.
SMILES,PRMT1 inh,mABHD4 FP,DDE Tn7 FP inh,HTRA1 inh,SIAE inh,TCR CD3 inh,UHRF1 binding,PG9 Ab binder,TDP2 inh,LEDGF integ inh
CC(C)c1ccc(NC(=O)CCNS(=O)(=O)c2ccc3[nH]c(=O)oc3c2)cc1,4,-1,4,1,1,-4,1,-0.8,-3,-1
N#CCc1nc2ccc(S(=O)(=O)N3CCOCC3)cc2s1,-1,-17,0,-17,-11,-29,2,-0.9,1,-5
Cc1cccc(CSC2=NCCN2S(=O)(=O)c2ccc(F)cc2)c1,0,-12,-2,-17,-5,6,-1,-1.0,4,-1
Cc1ccc(NC(=O)COC(=O)Cc2c(F)cccc2Cl)cc1S(=O)(=O)N1CCOCC1,5,-9,13,8,0,-5,3,-0.8,-7,0
Nc1ncnc2c1ncn2C1OC(CO)C2OC21 (centres undefined),-3,-1,5,·,-1,-11,0,0.3,-18,6
Cc1csc(=O)n1CC(=O)Nc1ccc(C(C)C)cc1,-3,3,1,9,-6,6,3,-1.8,-5,0
Cc1ccc(O)c(Nc2nc(-c3ccccc3)nc3ccccc23)c1,-2,1,1,-20,-2,2,-3,-0.2,11,1
CN(C)CCO/N=C(\c1ccc(Br)cc1)c1cccnc1,-6,10,7,-2,6,4,0,-0.3,20,-3
O=C(CS(=O)(=O)c1c[nH]c2ccccc12)NC1CCCCC1,-3,0,-5,0,-1,3,0,-0.6,-5,-1
O=C(COC(=O)COc1ccccc1)NC1CCCc2ccccc21 (centres undefined),0,-2,4,5,-5,-1,-3,-3.5,-5,0
CCOC(=O)c1[nH]c2ccccc2c1NC(=O)c1ccc2c(c1)OCO2,1,-2,-6,2,-4,6,-1,-0.6,0,0
CCC1=C(OC(=O)N(CC)CC)N2C(=O)OC(=NCC3CC3)[C@]2(C)[C@H]2C1=CC[C@H]1C(=O)N(C)C(=O)[C@H]12,0,-4,3,-4,3,0,-1,0.4,10,-1
CC(Cl)C(=O)Nc1cc(C(C)(C)C)nn1-c1ccccc1 (centres undefined),1,1,2,-6,0,-5,0,0.4,-2,1
Cc1ccc(Sc2ccncc2S(N)(=O)=O)cc1,-2,0,-1,-1,-4,4,-2,-1.2,-3,1
CCOc1ccc(CNc2ccc3c(c2)ncn3C)cc1,1,8,-1,3,7,-6,-3,-3.7,9,3
Cc1ccc(C(C)(C)C)c(OCCN2CCCC2)c1,-2,9,-3,3,6,0,0,-0.7,12,-3
O=C(CNc1cccc(Cl)c1)c1ccc(Cl)cc1,-1,-1,2,-2,-5,1,1,-2.7,1,2
NC(=O)c1ccc(-c2noc(-c3ccccc3F)n2)cc1,2,-2,-3,-19,-6,-1,-1,0.0,7,0
Cc1ccc(S(=O)(=O)NC2(C(F)(F)F)NC(=O)N(C)C2=O)cc1 (centres undefined),2,0,-4,-3,0,1,-3,-0.9,4,4
CCCOc1cccc(C(=O)N(Cc2cccs2)C2CCS(=O)(=O)C2)c1 (centres undefined),0,9,9,4,6,1,0,0.8,7,2
CCN1C[C@@H]2[C@@H]3C(=O)N(C)C(=O)[C@@H]3[C@](Cc3ccccc3)(C(=O)OC)N2C1=NCc1ccccc1,4,-2,12,0,-1,-8,0,-0.9,6,0
COC(=O)CSc1nnc(-c2ccco2)n1Cc1ccco1,7,8,-5,5,1,4,6,0.9,-3,5
CCOC(=O)C1(Cc2cccc(OC)c2)CCCN(S(=O)(=O)c2cccnc2)C1 (centres undefined),1,2,11,3,-7,4,0,0.3,7,-2
CC(=O)Nc1ccc(S(=O)(=O)n2cnc3cc(C)c(C)cc32)cc1,1,5,-2,2,-3,-9,1,0.9,1,2
Cc1cc(Cl)ccc1OCCCC(N)=O,-1,-5,5,-1,11,-1,2,0.7,-8,5

# 2 entries from above, as labelled records.
CC(Cl)C(=O)Nc1cc(C(C)(C)C)nn1-c1ccccc1 (centres undefined)
  PRMT1 inh: 1	mABHD4 FP: 1	DDE Tn7 FP inh: 2	HTRA1 inh: -6	SIAE inh: 0	TCR CD3 inh: -5	UHRF1 binding: 0	PG9 Ab binder: 0.4	TDP2 inh: -2	LEDGF integ inh: 1

O=C(COC(=O)COc1ccccc1)NC1CCCc2ccccc21 (centres undefined)
  PRMT1 inh: 0	mABHD4 FP: -2	DDE Tn7 FP inh: 4	HTRA1 inh: 5	SIAE inh: -5	TCR CD3 inh: -1	UHRF1 binding: -3	PG9 Ab binder: -3.5	TDP2 inh: -5	LEDGF integ inh: 0

# Going on with the list.
SMILES,PRMT1 inh,mABHD4 FP,DDE Tn7 FP inh,HTRA1 inh,SIAE inh,TCR CD3 inh,UHRF1 binding,PG9 Ab binder,TDP2 inh,LEDGF integ inh
O=C(NCc1cccs1)c1cc(-c2cccc(Cl)c2)on1,-4,-11,-3,-3,3,3,-2,-0.8,-5,-3
COc1cc(C(O)P(=O)(OCC(C)C)c2ccc(N(C)C)cc2)cc(OC)c1OC (centres undefined),1,2,1,3,-5,-7,-2,0.2,-1,11
CCOC(=O)Cc1csc(NC(=O)c2cc(-c3ccncc3)nc3ccccc23)n1,1,-9,-1,-18,-9,1,-2,-1.9,-2,0
CC(=O)c1sc(=S)n(-c2ccc(Cl)cc2)c1C,-1,-2,0,3,-7,-2,0,1.5,-4,-2
Cc1ccc(/C=C2\SC(=S)N(CCCC(=O)Nc3ccccn3)C2=O)cc1,0,1,-2,-7,2,3,0,-3.4,10,0
CCN(CC(=O)Nc1ccc(C)c(S(=O)(=O)N2CCOCC2)c1)Cc1ccccc1,5,-2,0,-8,6,-6,5,-1.5,-6,-4
Cn1c(SCC(=O)c2cccs2)nnc1-c1ccco1,4,8,-2,5,2,-2,-1,-1.5,9,1
COc1ccc(OCC(=O)Nc2ccc(Cl)cc2)cc1,-2,-4,-1,-8,-4,-1,-1,0.1,1,4
COC(=O)c1cccc(NC(=O)c2cccc([N+](=O)[O-])c2)c1,3,7,4,-3,-3,-6,2,0.9,3,-3
O=C(C1CCCN(S(=O)(=O)Cc2ccccc2)C1)N1CCC(Cc2ccccc2)CC1 (centres undefined),0,-5,8,-19,2,-8,0,1.3,-3,0
Cc1ccccc1Cn1c(=O)sc2ccccc2c1=O,1,-4,1,-8,-3,-5,1,0.9,-3,0
O=C(COC(=O)c1ccccc1)NC(=O)NC1CCCC1,2,2,7,4,1,-3,2,-0.2,13,-3
CCCOC(=O)c1c(NC(=O)/C=C/c2cnn(C)c2C)sc(C(=O)OCC)c1C,0,-4,-5,-6,-5,7,-1,-2.5,6,1
COC(=O)CNC(c1ccccc1)c1cc(Cl)ccc1NC(=O)c1cccc(Cl)c1 (centres undefined),-2,-12,8,-48,-6,2,-3,-0.5,1,-5
Cc1cc([N+](=O)[O-])cc2ncccc12,5,4,1,9,-5,-2,1,0.6,-1,-2
C/C(=N/NC(=O)c1sc(NS(=O)(=O)c2ccccc2)nc1C)c1ccc(F)cc1,-2,1,8,-2,5,0,2,0.8,3,-1
Cc1ccccc1C(=O)NNC1CC(=O)N(c2ccc3c(c2)OCCO3)C1=O (centres undefined),0,11,0,1,3,-7,-1,-1.5,5,-1
COc1ccc(CNC(=O)c2cc(SC)ccc2Cl)cc1OC,-3,4,0,-2,0,9,0,0.3,-8,3
CC(=O)Nc1nnc(SCc2ccc(F)cc2)s1,1,-5,3,-2,9,-3,1,-1.3,2,2
CN(C)S(=O)(=O)c1cccc(NC(=O)c2cccc(S(=O)(=O)N3CCCCC3)c2)c1,-1,-3,-3,-5,-2,5,0,0.5,7,1
CN(C)/C=C(\C#N)C(N)=C(C#N)C#N,-4,-5,-2,·,-4,3,-7,-0.8,3,4
CCN1CCN(c2ccc(NC(=O)c3cc(OC)c(OC)c(OC)c3)cc2)CC1,-5,-2,7,-3,10,5,2,-4.5,12,-4
CC(=O)O[C@H]1C[C@@]2(O)[C@@H](OC(=O)c3ccccc3)C3[C@@](C)([C@@H](O)C[C@H]4OC[C@@]34OC(C)=O)[C@@H](O)[C@H](OC(C)=O)C(=C1C)C2(C)C (some centres undefined),-7,-3,-6,-1,0,5,0,-0.8,10,0
O=C1c2ccccc2N2C(=O)c3ccccc3C2N1O (centres undefined),1,12,-2,1,11,8,-1,-0.3,0,0
CC1=NN(c2ccc(Cl)cc2)C(=O)C1,8,2,3,1,5,5,16,-4.7,58*,2
# The listing continues:
SMILES,PRMT1 inh,mABHD4 FP,DDE Tn7 FP inh,HTRA1 inh,SIAE inh,TCR CD3 inh,UHRF1 binding,PG9 Ab binder,TDP2 inh,LEDGF integ inh
Cc1ccc2nc(SCC(=O)Nc3ccc(C)c(Cl)c3)nc(=O)n2c1,-3,-5,-7,-2,7,-1,-2,0.2,20,-1
COc1nc(-c2ccccc2)nnc1-c1ccccc1,-3,-2,-5,-5,1,-3,3,-1.9,-2,2
COc1ccccc1N1C(=O)Cc2ccccc2C1=O,6,3,7,3,0,-6,-3,-1.3,-3,-5
N#CCC(=O)N1CCN(C(c2ccccc2)c2ccccc2)CC1,3,-5,3,·,0,-3,1,-1.3,8,-2
Cc1nc2c(-c3ccccc3)c(C)nn2c(C)c1CC(=O)O,-1,-7,1,2,-1,8,-3,0.9,4,2
O=c1c2oc3nc4c(cc3c2ncn1CCCc1ccccc1)CCCC4,6,-2,-3,-1,-3,-3,2,1.1,1,1
CC(=O)c1ccc(N2C(=O)C3C(C2=O)C(C(=O)c2ccc(Cl)cc2)N2CCCC32)cc1 (centres undefined),6,-10,3,·,-7,2,-2,0.8,-5,-1
CCSC1=NC(C)(C)C=C(C)N1,2,5,7,0,4,1,0,0.0,1,-1
O=C(Nc1ccc(Cl)c(Cl)c1)N1CC=CCC1,2,-7,-8,4,-7,0,0,-1.6,5,-1
CC(/C=N/NC(=O)COc1ccccc1C)=N\NC(=O)COc1ccccc1C,-3,-3,6,4,-2,5,0,-0.2,12,2
Cc1ccc(C)c(NC(=O)CN(C)C(=O)/C=C/c2ccco2)c1,1,0,-6,2,0,4,12,-0.3,7,-2
O=S(=O)(c1ccc(Cl)cc1)N1CCCC1c1nc(-c2cccc(Cl)c2)no1 (centres undefined),-2,-1,-2,3,2,4,-2,-0.1,-4,4
COC(=O)c1ccc(C(=O)NCCCCO)cc1,0,3,-7,6,-3,-1,2,-2.9,0,2
CC(N)c1csc(Nc2ccc(C(=O)NCCCO)cn2)n1 (centres undefined),-2,0,-13,·,7,-2,-2,0.2,-2,1
CCCCCCn1c(=O)c(C(=O)N/N=C/c2cccc(F)c2)c(O)c2ccccc21,-2,1,7,5,0,-2,-1,-1.0,17,-1
CS(=O)(=O)N(CC(=O)N1CCCCC1)c1cccc(F)c1,-2,2,-5,4,3,4,-2,-0.3,-2,4
NC(=O)CN1CCN(c2cccc(Cl)c2)CC1,-2,-4,-2,4,0,1,-1,-2.4,-7,-2
